miR122 inh: miR-122 inhibition in Huh7 cells; Huh7 miR-122 Renilla luciferase sensor, 48 h; neutral wells = 0, positive control = 100; activation (reporter increase), % at 12.5 µM; 0.3% of 340,000 active;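 active means mean replicate activation score at least 90 and every replicate individually at or above 90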;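 further: higher luciferase means less miR-122 activity so hits act as miR-122 inhibitors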
Starred values were filed as active, the others as inactive.

SMILES	miR122 inh
CC(=O)OC1(Cc2ccccc2)CN2CCC1c1ccccc12 (configuration not stated)	-35.9
O=C1c2ccccc2C(=O)N1Cc1nc2ccccc2c(=O)n1-c1ccccn1	3.9
Nc1c(C(=O)NCc2ccco2)c2nc3ccccc3nc2n1CCN1CCOCC1	-8.7
COc1ccc(C(=O)CN2CCOCC2)cc1F	4.1
CCC(=NCCCn1ccnc1)c1c(O)n(Cc2ccccc2)c(=O)[nH]c1=O	-1.9
CC1(C)CSC(Nc2ccc(F)c(Cl)c2)=N1	-2.2
C=CCN(c1ccc(C(=O)N(CC)CC)cc1)S(C)(=O)=O	0.4
CCN(CC)CCOC(=O)c1cc2cc(COC)ccc2o1	-5.6
CCCCCn1c(=O)c(C(=O)NCc2ccccn2)c(O)c2ccccc21	-8.8
COc1ccc(N=C(C)c2c(O)n(C)c(=O)n(C)c2=O)c(OC)c1	-4.8
CN1CCN(c2ccc(NC(=O)C(C)(C)C)cc2)CC1	2.3
Cc1cc(/C=C2/C(=O)NC(=O)N(c3ccccc3)C2=O)c(C)n1-c1ccc(F)cc1	-2.0
CCn1c(=O)n(CC(=O)N2CCC3(CC2)OCCO3)c(=O)c2ccccc21	-9.4
CCCCn1c(O)c(C(C)=NCc2cc(OC)cc(OC)c2)c(=O)[nH]c1=O	-5.6
ON1C2CCCCC2N(O)C1c1ccccc1F (configuration not stated)	0.1
CCCCC/C(=N\O)c1c[nH]c2ccccc12	-6.4
Cc1cccc(C)c1NC(=O)c1cccn(Cc2ccc3c(c2)OC(F)(F)O3)c1=O	-2.5
C=CCN1C(=O)NC(=O)C(Cc2ccc(OC)c(OC)c2)C1=O (configuration not stated)	-0.5
Cc1ccc(Cl)cc1-n1c(O)c(C=NCCCN2CCOCC2)c(=O)[nH]c1=O	-4.5
CCOc1cc(C2NCc3ccccc3-n3cccc32)ccc1O (configuration not stated)	5.8
CC(C)[C@H]1C(=O)N2CCC[C@H]2[C@]2(O)O[C@](NC(=O)[C@@H]3C=C4c5cccc6[nH]cc(c56)C[C@H]4N(C)C3)(C(C)C)C(=O)N12	-4.5
CCOC(=O)C1C(=O)NC2(C)CC1c1cc(OC)ccc1O2 (configuration not stated)	6.7
C=CCn1c(O)c(C(C)=NCCCO)c(=O)[nH]c1=O	-0.8
Cc1nc2c(=O)n(C)c(=O)nc-2n(C)n1	-24.4
Cc1cccnc1-n1c(-c2ccco2)nc2ccccc2c1=O	0.1

Gathered by group, those above containing an NH in an aromatic ring (6)
SMILES	miR122 inh
CCC(=NCCCn1ccnc1)c1c(O)n(Cc2ccccc2)c(=O)[nH]c1=O	-1.9
CCCCn1c(O)c(C(C)=NCc2cc(OC)cc(OC)c2)c(=O)[nH]c1=O	-5.6
CCCCC/C(=N\O)c1c[nH]c2ccccc12	-6.4
Cc1ccc(Cl)cc1-n1c(O)c(C=NCCCN2CCOCC2)c(=O)[nH]c1=O	-4.5
CC(C)[C@H]1C(=O)N2CCC[C@H]2[C@]2(O)O[C@](NC(=O)[C@@H]3C=C4c5cccc6[nH]cc(c56)C[C@H]4N(C)C3)(C(C)C)C(=O)N12	-4.5
C=CCn1c(O)c(C(C)=NCCCO)c(=O)[nH]c1=O	-0.8

Next results follow.
SMILES	miR122 inh
CCn1c(C(=O)N2CCC(C(=O)N3CCC4(CC3)OCCO4)CC2)cc2sccc21	3.1
Nc1c(C(=O)NCCc2ccccc2)c2nc3ccccc3nc2n1CCN1CCOCC1	-6.3
CN1CCN(C(=O)COc2ccc(-c3nc4ccccc4s3)cc2)CC1	-4.7
Cc1[nH]c2c(C(F)(F)F)cccc2c1CCN	-4.9
CC(=O)OC1(c2ccc(C)cc2)CN2CCC1c1ccccc12 (configuration not stated)	-0.4
CCCCn1c(=O)c(C(=O)Nc2ccccc2S(N)(=O)=O)c(O)c2ccccc21	-1.9
CSc1ncc(/C=C2/C(=O)NC(=O)N(C3CCCCC3)C2=O)cn1	7.7
C=C1C(=O)OC2CC(C)C3C=CC(=O)C3(C)C(O)C12 (configuration not stated)	-24.7
CCN1C[C@@]2(COC)C3[C@@H](OC)[C@H]4[C@@H]1[C@@]3(C1C[C@H]3[C@H](OC(=O)c5ccccc5)C1[C@]4(OC(C)=O)C[C@H]3OC)[C@@H](OC)C[C@H]2O (some centres not stated)	1.5
CCOc1cccc(OCC)c2c(C)[n+](CC3CCCO3)c(C)c1-2 (configuration not stated)	1.3
CCOC(=O)c1cc(C)n(CCc2cnc[nH]2)c1C	-0.1
CCN(CC)CCCN=C(C)c1c(O)n(C2CCCCC2)c(=O)[nH]c1=O	2.6
O=c1[nH]c(=O)n(Cc2ccc(F)cc2)c(O)c1C=NCC1CCCO1 (configuration not stated)	0.4
COc1cc2[nH]c(=O)n(-c3ccccc3)c(=O)c2cc1OC	-6.1
O=C(O)Cn1cc(C(=O)c2ccccc2)c2ccccc21	2.6
CC1CCC(NCC(O)c2ccccc2)CC1 (configuration not stated)	2.2
O=c1[nH]c(=O)n(CCc2ccc(F)cc2)c(O)c1C=NCCCN1CCOCC1	-9.9
CC(C)(O)/C=C/C(=O)[C@](C)(O)C1[C@H](O)C[C@@]2(C)C3CC=C4C(C[C@H](O)[C@@H](O)C4(C)C)[C@]3(C)C(=O)C[C@]12C (some centres not stated)	-17.5
CCN(CC)CCCN=Cc1c(O)n(CCc2ccc(F)cc2)c(=O)[nH]c1=O	-1.0
O=c1[nH]c(CN2CC=C(c3ccccc3)CC2)nc2cc(C(F)(F)F)ccc12	2.0
COC(=O)C1=C(c2ccc(F)cc2F)C[C@@H]2CC[C@H]1N2C(=O)NC1CCCCC1	21.9
CC1(C)C2([N+](=O)[O-])CNCC1([N+](=O)[O-])CNC2	-2.6
CC(c1ccccc1)n1cncc1C(=O)O (configuration not stated)	-7.9
C#CCOCOCC#CCN(CC)CC	-2.4
CC(C)NS(=O)(=O)c1ccc(OCC(=O)N2CCN(Cc3ccccc3)CC2)c(Cl)c1	-4.5

Among those listed so far, two have a COOH group:
SMILES	miR122 inh
O=C(O)Cn1cc(C(=O)c2ccccc2)c2ccccc21	2.6
CC(c1ccccc1)n1cncc1C(=O)O (configuration not stated)	-7.9

(next part)
SMILES	miR122 inh
COC(=O)C1=C(c2ccc(Cl)c(C(F)(F)F)c2)C[C@@H]2CC[C@H]1N2C(=O)NCCOc1ccccc1	-1.2
C=CCn1c(O)c(C(C)=Nc2ccc(C(=O)OCC)cc2)c(=O)[nH]c1=O	-4.7
CCOc1cc(/C=C2/C(=O)NC(=O)N(c3ccc(CC)cc3)C2=O)ccc1OC(=O)c1cccs1	-0.4
Cc1ccc(S(=O)(=O)Nc2cc(C(=O)N3CCC4(CC3)OCCO4)ccc2N2CCCCC2)cc1	-18.0
O=c1c(C=NCc2cccs2)c(O)n(C2CCCCC2)c(=O)n1C1CCCCC1	-6.1
NC(=O)CSP(=O)(c1ccccc1)c1ccccc1	-7.5
O=C(c1ccc(CNS(=O)(=O)c2ccccc2)cc1)N1CCC2(CC1)OCCO2	-6.4
COc1ccc(S(=O)(=O)NC(CC(=O)N2CCC3(CC2)OCCO3)c2ccco2)cc1 (configuration not stated)	-1.6
CN(C)C1C(=O)C(C(N)=O)=C(O)C2(O)C(=O)C3=C(O)c4c(O)cccc4C(C)(O)C3CC12 (configuration not stated)	-0.9
CCC(=NCc1ccco1)c1c(O)[nH]c(=O)[nH]c1=O	-2.1
CN1CCN(CCC(=O)OC2CC3CCC(C2)N3C)CC1 (configuration not stated)	1.7
Cc1cc(C)n2nc(C)[n+](C)c2n1	-4.1
O=C(c1cccs1)C1CN2CCC1CC2 (configuration not stated)	-0.9
CC12CN3CC(C)(CN(C1)P3(=O)Oc1ccccc1)C2=O (configuration not stated)	-2.1
Cc1cc(N2C(=O)CC(N3CCC(n4c(=O)[nH]c5ccccc54)CC3)C2=O)no1 (configuration not stated)	-0.8
COc1ccc(OCC(=O)N2CCN(CC3CC4C=CC3C4)CC2)cc1 (configuration not stated)	-3.3
Cc1cccc(-n2c(-c3ccco3)nc3ccccc3c2=O)n1	2.0
CC(=O)Nc1ccc(OC(=O)c2ccccc2N)cc1	0.5
CCCCn1c(O)c(C=Nc2c(C)n(C)n(-c3ccccc3)c2=O)c(=O)[nH]c1=O	-5.5
CCOc1c(P(=S)(N(C)C)N(C)C)c(C)nn1-c1ccccc1	-2.1
O=C(Nc1cccc2ccccc12)c1nn(C23CC4CC(CC(C4)C2)C3)cc1Br	-4.6
C=CCn1c(O)c(C(=O)CCCCCC)c(=O)[nH]c1=O	-7.7
CCOc1ccccc1C1SCC(=O)Nc2c1c(=O)[nH]n2C(CC)CC (configuration not stated)	-0.6
O=CC(Cl)P(=O)(N1CCCCC1)N1CCCCC1 (configuration not stated)	-3.0
CC1(C)NCCN2C(=O)CSC21 (configuration not stated)	1.3

(further entries)
SMILES	miR122 inh
O=c1[nH]c(=O)n(Cc2ccco2)c(O)c1C=NCc1cccs1	-5.0
CCOP(=O)(C#CC(C)(C)C)C1(O)CCCCC1 (configuration not stated)	5.9
Fc1cccc(F)c1CN1CCN(Cc2c(F)cccc2F)CC1	1.2
C=C(C=O)CC1CC(O)[C@]2(C)OC3C[C@@H]4OC5C[C@]6(C)O[C@]7(C)CCC8OC9C[C@]%10(C)OC(/C(C)=C\CO)C(O)CC%10OC9CC(C)C8OC7CC6O[C@]5(C)C/C=C\C4OC3CC2O1 (some centres not stated)	-3.4
CC1(C)C(C(=O)NCc2ccco2)C1(C)C	-3.1
O=C1CC(C(=O)N2CCC3(CC2)OCCO3)CN1CCc1ccccc1 (configuration not stated)	-3.2
CN1CSC(=S)N(C)C1	-1.2
Cc1nc2cc(C(=O)N3CCC4(CC3)OCCO4)ccc2n1-c1ccc(Br)cc1	2.8
CC(=NCCCO)c1c(O)n(Cc2ccccc2)c(=O)[nH]c1=O	-5.9
C=CC[C@@H](CC/C=C/C=C/CC/C=C\[C@@H]1CSC([C@@H]2C[C@@H]2C)=N1)OC	3.0
O=C(c1cccc(N2CCCC2=O)c1)N1CCC2(CC1)OCCO2	-3.7
C(#CCN1CCOCC1)COCC#Cc1ccccc1	0.3
CCCCn1c(O)c(C=NCCCN(CC)CC)c(=O)[nH]c1=O	-3.4
CN(C)CP(=O)(O)CN(C)C=O	-0.2
CCCCCn1c(N)c(C(=O)NCCN2CCOCC2)c2nc3ccccc3nc21	-2.0
COc1cc(/C=C2\C(=O)NC(=O)N(c3ccccc3)C2=O)cc(OC)c1OC	-1.3
Cc1ccc(P(=S)(c2ccc(C)o2)N2CCOCC2)o1	4.1
Cc1cc(NC(=O)COC(=O)c2c(C)nn(Cc3ccccc3)c2C)no1	-1.7
O=c1[nH]c(=O)n(C2CCCCCC2)c(O)c1C=NC1CCN(Cc2ccccc2)CC1	11.9
Nc1c(C(=O)OCC2CCCO2)c2nc3ccccc3nc2n1Cc1cccs1 (configuration not stated)	7.9
CCN1C[C@]2(COC)CC[C@H](O)[C@@]34C5C[C@H]6[C@H](O)C5[C@](O)(C[C@H]6OC)[C@@H]([C@H](OC)C23)[C@@H]14 (some centres not stated)	-1.9
COC(=O)C1=C(c2ccc(F)cc2F)C[C@@H]2CC[C@H]1N2C(=O)NCC1CC1	-0.7
COc1ccc2nc(NC(=O)CCc3nc(C4=CCN(C)CC4)no3)sc2c1	-0.7
O=C(Cc1ccccc1)OCCN1CCCCC1	1.2
CSc1ncc(/C=C2/C(=O)NC(=O)N(C)C2=O)cn1	-2.6

A draw from above in order of molar mass, lowest first:
SMILES	miR122 inh
CN(C)CP(=O)(O)CN(C)C=O	-0.2
O=C(c1cccc(N2CCCC2=O)c1)N1CCC2(CC1)OCCO2	-3.7
Nc1c(C(=O)OCC2CCCO2)c2nc3ccccc3nc2n1Cc1cccs1 (configuration not stated)	7.9
O=c1[nH]c(=O)n(C2CCCCCC2)c(O)c1C=NC1CCN(Cc2ccccc2)CC1	11.9
Cc1nc2cc(C(=O)N3CCC4(CC3)OCCO4)ccc2n1-c1ccc(Br)cc1	2.8

Retrieved by compound from above:
SMILES	miR122 inh
C=CC[C@@H](CC/C=C/C=C/CC/C=C\[C@@H]1CSC([C@@H]2C[C@@H]2C)=N1)OC	3.0
O=C(c1cccc(N2CCCC2=O)c1)N1CCC2(CC1)OCCO2	-3.7
CSc1ncc(/C=C2/C(=O)NC(=O)N(C3CCCCC3)C2=O)cn1	7.7
CN1CCN(c2ccc(NC(=O)C(C)(C)C)cc2)CC1	2.3

The results go on.
SMILES	miR122 inh
Cc1ccc(N(C)C(=O)Oc2cccc3ccc(C)nc23)cc1	-1.1
CN1C(=O)C(C2c3ccccc3C(=O)N2Cc2ccccc2)C(=O)N(C)C1=O (configuration not stated)	4.2
COc1ccc(NC(=O)CN2C3CCC2CC(O)(c2cccnc2)C3)cc1OC (configuration not stated)	-2.7
Cc1nonc1-c1nc(-c2nonc2N)n[nH]1	-3.0
Cc1ccc(N2C(=O)NC(=O)C3(Cc4ccccc4N4CCN(c5ccccc5)CC43)C2=O)cc1 (configuration not stated)	-5.8
CC1Oc2cc3c(-c4c(O)cc(O)c5c(O)c6c(cc45)OC(C)C(C)C6=O)c(O)cc(O)c3c(O)c2C(=O)C1C (configuration not stated)	-3.8
O=C(COc1ccccc1)N1CCN(CC2CC3C=CC2C3)CC1 (configuration not stated)	-1.0
CCCOC(=O)COc1cc(C)cc2oc(=O)c3c(c12)CCC3	-8.5
COc1ccc(N2CCN(CCCN)CC2)cc1	-3.2
O=C(Cc1ccccc1)N1CCN(CC2CC3C=CC2C3)CC1 (configuration not stated)	3.1
COc1cccc(-n2nc(C(=O)N3CCC4(CC3)OCCO4)c3ccccc3c2=O)c1	-6.7
C[C@H]1C/C=C/[C@H]2[C@H](O)[C@H](C)[C@@](C)(O)[C@H]3[C@H](Cc4ccccc4)NC(=O)[C@]32[C@H](O)/C=C/[C@](C)(O)C1	-16.5
CN(C)c1ccc(P(=S)(N(C)C)N(C)C)cc1	-4.5
CC(C(=O)c1c[nH]c2ccccc12)N1CCc2ccccc2C1 (configuration not stated)	6.4
CCn1nc(-c2cccs2)nc2c(=O)n(C)c(=O)nc1-2	-14.3
CCCCCCCSc1cc(OC)c(CCN(C)C)cc1OC	-15.4
CN(C)C(=O)Oc1c(Cl)cc(Cl)c2ccccc12	-3.1
CN1CCN(C(=O)COc2ccc(S(=O)(=O)NCc3ccccc3)cc2Cl)CC1	4.2
[O-][n+]1onc2c1CCC1N(O)CCC21O (configuration not stated)	-4.8
Cc1ccc(CN2CCN(CC(=O)N3CCC4(CC3)OCCO4)C2=O)cc1	-0.9

Not all compounds are listed. The share of hits here may be higher or lower than overall.
